# OXTR potentiator: potentiates the human oxytocin receptor response. 320,000 compounds, 0.061% hits. P30559. activation, % at 3 µM. CHO-OTR cells, Fluo-8 calcium fluorescence, potentiator mode; 0% = oxytocin EC15, 100% = EC100;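 active = activation above that plate's cutoff, the mean activation of tested compounds plus 3 SD, cut at about 6.6% in these data, passing the limit was not always enough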;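 also: 100% uses oxytocin at 75 nM as the full agonist control; some results filed as inactive read as strong as hits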
#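 assay system = CHO-OTR cells, human receptor | schedule = compound 6 min at room temperature before oxytocin, 100 s read | detection = Fluo-8 intracellular calcium fluorescence, ex 470-495, em 515-575 nm | evaluation = normalized max/min fluorescence ratio, % activation | control set = EC15 oxytocin alone as 0%, 75 nM oxytocin (EC100) as 100%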
# M4 ag: CHRM4 agonism in calcium assay | P08173 | activation, % at 3 µM | CHO-K1 hM4/Gqi5, Fluo-8 calcium fluorescence; vehicle 0%, full acetylcholine response 100% | 360,000 compounds, 0.14% hits;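 active = activation above the run mean over all test wells plus 3 SD, cut at about 32% in these data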;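 also: peak over basal fluorescence ratio per well then scaled between controls; 0% = DMSO wells and 100% = acetylcholine at EC100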
# CHO-K1 Ca antag: M1 antagonist counterscreen hit in parental CHO-K1 cells | 360,000 compounds, 0.6% hits | AID 602250 | inhibition, % at 3 µM | ATP-induced calcium, Fluo-8 fluorescence;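 active = inhibition above a per-plate cutoff, the plate's mean sample inhibition plus 3 SD, cut at about 24% in these data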;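 also: 0% = DMSO plus EC80 ATP and 100% = DMSO alone without ATP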
# M1 ag parental: M1 agonist counterscreen hit in parental CHO-K1 cells; Fluo-8 calcium fluorescence; scaled to maximal ATP response, vehicle zero; activation, % at 3 µM; 360,000 compounds, 0.48% hits; AID 602248; in the data active = activation above about 15%;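 also: untransfected CHO-K1 host cells lacking M1 receptor as counterscreen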
# CHRM1 agonist: human M1 muscarinic receptor agonism. P11229. CHO-K1 hM1, Fluo-8 calcium fluorescence, agonist mode; 0% DMSO, 100% acetylcholine EC100. activation, % at 3 µM. 360,000 compounds, 0.33% hits. AID 588814;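 active = activation above the run's mean compound activation plus 3 SD, cut at about 16% in these data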;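 also: peak over basal fluorescence ratio within a 140 s kinetic read after compound addition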
# Target sequence (P11229 whole entry, looked up): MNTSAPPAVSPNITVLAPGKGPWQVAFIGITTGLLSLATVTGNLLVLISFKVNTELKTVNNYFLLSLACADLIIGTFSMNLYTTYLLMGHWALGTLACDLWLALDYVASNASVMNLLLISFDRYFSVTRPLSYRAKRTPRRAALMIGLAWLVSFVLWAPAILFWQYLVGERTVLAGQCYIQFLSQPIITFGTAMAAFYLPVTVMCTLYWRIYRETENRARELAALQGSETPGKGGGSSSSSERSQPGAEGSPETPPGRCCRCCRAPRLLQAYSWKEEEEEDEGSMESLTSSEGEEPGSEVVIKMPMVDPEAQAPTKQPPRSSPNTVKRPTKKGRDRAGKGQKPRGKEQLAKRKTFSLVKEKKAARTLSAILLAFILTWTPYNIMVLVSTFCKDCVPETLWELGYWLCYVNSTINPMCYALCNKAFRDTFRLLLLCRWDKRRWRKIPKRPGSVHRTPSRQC
# CHRM1 PAM: human CHRM1 positive allosteric modulation. P11229. CHO-K1 hM1, Fluo-8 calcium fluorescence, ACh EC20; 0% = ACh EC20, 100% = maximal ACh. activation, % at 3 µM. 360,000 compounds, 0.088% hits; in the data active = activation above about 19%, passing the limit was not always enough
# M4 antag: CHRM4 antagonism in calcium assay | 360,000 compounds, 0.73% hits | CHO-hM4 cells, ACh EC80, Fluo-8 calcium fluorescence | inhibition, % at 3 µM | AID 624125;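 active = inhibition above its plate's cutoff, the mean inhibition of sample wells plus 3 SD, cut at about 27% in these data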;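 also: 0% = acetylcholine EC80 with DMSO and 100% = DMSO without agonist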
# CHO parental Ca: signal in parental CHO cells, OX1R antagonist counter-screen; AID 463079; 330,000 compounds, 0.63% hits; parental CHO-K1, ATP-induced calcium, Fluo-8 fluorescence; inhibition, % at 5.6 µM;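 active = inhibition above that plate's mean sample inhibition plus 3 SD, cut at about 26% in these data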;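 also: 0% = ATP-challenged DMSO wells and 100% = DMSO wells without ATP; some compounds past the cut are filed as inactive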
#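 material = parental CHO cells | also added = ATP as calcium-mobilizing challenge | dosing = single point at 5.6 µM | detection = intracellular calcium via Fluo-8 no-wash fluorescent dye | read-out = % inhibition | benchmarks = low control ATP plus DMSO, high control DMSO only | repeats = one well per compound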
# M1 antag: antagonists of human M1 muscarinic receptor; P11229; CHO-K1 hM1, Fluo-8 calcium fluorescence, ACh EC80 antagonist; inhibition, % at 3 µM; 360,000 compounds, 1.3% hits; AID 588852;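 active = percent inhibition above its own plate's cutoff, namely the mean of that plate's compound wells plus 3 SD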;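 also: peak over basal fluorescence ratio during 140 s after agonist addition; 0% = ACh EC80 plus DMSO and 100% = DMSO alone without agonist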
# Starred values were filed as active, the others as inactive; nt = no result given.
SMILES,OXTR potentiator,M4 ag,CHO-K1 Ca antag,M1 ag parental,CHRM1 agonist,CHRM1 PAM,M4 antag,CHO parental Ca,M1 antag
Cn1nnc(NC(=S)NC(=O)c2cccc3c(Cl)cccc23)n1,-7,2,-5,1.8,-4,9,3,-9,-16
CCOC(=O)Nc1sc2c(c1C(N)=O)CCC(C)C2 (stereo not given),4,0,3,-0.5,-7,3,8,-6,2
CN(C)C(=O)c1cnc(Cc2c[nH]c3ccccc23)c(I)c1,nt,4,10,1.9,-4,0,5,nt,-10
CCCCNC(=O)C1(C)CCC(=O)N1CCOc1ccccc1 (stereo not given),nt,0,1,0.5,-4,4,-13,nt,-1
CCCCC[C@@H]1C=C(C(=O)O)[C@H](c2ccc(F)cc2)N1S(=O)(=O)c1ccc(C)cc1,-2,1,3,0.1,-7,5,-3,-15,-8
COc1ccc(N2CCN(c3ccc(NC(=O)c4ccc5c(c4)OCO5)cc3C#N)CC2)cc1,-11,1,-9,0.1,-2,4,-10,11,-34
COc1ccc(NC(=O)CCN2CCN(c3ccccc3F)CC2)c(OC)c1,-6,1,-6,0.5,-7,5,13,-37,-1
CCOC(=O)C1CCCN(C(=O)c2cc3ccccc3cc2OC)C1 (stereo not given),nt,2,-3,0.6,-7,0,-26,nt,4
O=C(OCCc1cc2ccccc2c(=O)o1)c1ccccc1C(F)(F)F,-6,7,-10,6.4,0,-9,3,-4,6
CCN(CC(=O)NCc1cccs1)C(=O)C(c1ccccc1)c1ccccc1,-6,6,-14,2.8,-1,-7,0,-22,10
COC(=O)c1cc(Br)c(=O)n(Cc2ccc(C(=O)O)cc2)c1,-15,1,-8,-0.2,-1,13,2,1,-15
Cc1cccc(OCCSc2nc3ccccc3n2CCC(=O)O)c1,0,1,-4,0.5,-2,7,2,-3,-7
CCCCN(C(=O)c1cccs1)C1CCS(=O)(=O)C1 (stereo not given),4,0,-1,0.9,2,7,2,-1,-8
Cc1cc(C(=O)CN2C(=O)C(=O)N(Cc3ccccc3)C2=O)c(C)n1Cc1ccc(F)cc1,-5,1,-10,0.5,-3,-8,12,1,11
COc1ccc(-c2[nH]ncc2-c2ccc(Cl)cc2)c(O)c1,-28,1,-18,0.8,-3,4,-6,72*,-8
O=C(Cn1cnc2ccccc2c1=O)Nc1nnc(SCc2ccccc2)s1,-6,-1,-9,-0.2,-1,0,-13,-10,-20
CC1=C(C(=O)N(C)C)C(c2ccc(Cl)c(Cl)c2)NC(=O)N1 (stereo not given),-3,0,-2,0.6,-3,7,9,1,-6
O=C(Nc1ccc(NC(=O)C2CC2)nc1)c1cccs1,-19,2,-5,0.6,0,3,2,-5,-4
O=C(NCc1cccnc1)c1cc(C2CCCCN2C(=O)c2ccccc2)on1 (stereo not given),nt,2,3,0.7,-8,4,-2,nt,-11
CC(C)(C)OC(=O)NCCCCCNC(=O)c1[nH]cnc1C(=O)Nc1ccc(Cl)cc1,-3,8,-8,1.3,-2,-2,22,-12,11
COc1cc2ccccc2cc1C(=O)OCc1nc2ccsc2c(=O)[nH]1,-4,1,0,0.1,-3,7,-3,-22,-8
O=C(N[C@H]1CC1c1ccccc1)c1ccc([N+](=O)[O-])cc1 (stereo not given in full),-1,1,-11,1.0,-7,5,-7,-4,-6
CCN(CC(=O)Nc1c(F)cccc1F)C(=O)C1CC1C (stereo not given),-6,0,10,0.3,-3,1,0,-9,1
Clc1ccc2nc(CSc3nc4ccccc4o3)cn2c1,-1,-1,-2,-0.1,-4,0,6,-15,2
CCCCCC(=O)N1C[C@@H](O)[C@H](n2cc(C3CC3)nn2)C[C@@H]1c1ccc(OC)cc1,nt,1,-22,1.0,-2,0,-14,nt,-7
C=CCN1C(=O)C(Cc2ccc(F)cc2)S/C1=N/N=C/c1ccco1 (stereo not given),-7,1,0,8.2,-9,-6,7,-13,10
CCCCN(C)c1c(C)nc2ccc(C(=O)N3CCN(C(C)=O)CC3)cn12,nt,0,-5,0.0,-7,2,-2,nt,-4

# Whole records from above. Order of screens: OXTR potentiator, M4 ag, CHO-K1 Ca antag, M1 ag parental, CHRM1 agonist, CHRM1 PAM, M4 antag, CHO parental Ca, M1 antag
# O=C(Nc1ccc(NC(=O)C2CC2)nc1)c1cccs1 reads -19, 2, -5, 0.6, 0, 3, 2, -5, -4
# COc1ccc(N2CCN(c3ccc(NC(=O)c4ccc5c(c4)OCO5)cc3C#N)CC2)cc1 reads -11, 1, -9, 0.1, -2, 4, -10, 11, -34
# CCCCNC(=O)C1(C)CCC(=O)N1CCOc1ccccc1 (stereo not given) reads nt, 0, 1, 0.5, -4, 4, -13, nt, -1
# COc1ccc(-c2[nH]ncc2-c2ccc(Cl)cc2)c(O)c1 reads -28, 1, -18, 0.8, -3, 4, -6, 72*, -8
# CCOC(=O)Nc1sc2c(c1C(N)=O)CCC(C)C2 (stereo not given) reads 4, 0, 3, -0.5, -7, 3, 8, -6, 2

# 2 entries drawn at random from those above:
SMILES,OXTR potentiator,M4 ag,CHO-K1 Ca antag,M1 ag parental,CHRM1 agonist,CHRM1 PAM,M4 antag,CHO parental Ca,M1 antag
O=C(Nc1ccc(NC(=O)C2CC2)nc1)c1cccs1,-19,2,-5,0.6,0,3,2,-5,-4
O=C(NCc1cccnc1)c1cc(C2CCCCN2C(=O)c2ccccc2)on1 (stereo not given),nt,2,3,0.7,-8,4,-2,nt,-11

# Outcome played no part in choosing rows, and some 2.9% of all compounds hit somewhere here.
